From PubChem
HEK293 tox: qHTS of GLP-1 Receptor Inverse Agonists: Cytotox Screen; HEK293 cAMP-luciferase reporter cells, luminescence, 24 h; 0.13% of 410,000 active; AID 624418, 2012; Potency, µM (highest dose often 38.3 µM), inactives show at the highest dose activity change, negative = inhibition, hits mostly inhibitors;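 note: loss of luciferase light is scored as toxicity; potency is the fitted concentration of half-maximal effect; % is set by controls: 0 for no effect and ±100 for the full control effect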
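To flag toxic compounds, the library was rerun on cells for 24 hr at 37 deg C and 5% CO2. Viability-linked luminescence was captured 12 min after adding luciferase detection reagent.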
DRD3 agonist: qHTS of D3 Dopamine Receptor Agonist: qHTS | D(3) dopamine receptor (Homo sapiens), P35462 | D3R DiscoveRx beta-arrestin cells, luminescence, 90 min | max activation, % | 0.58% of 410,000 active | AID 652048, 2013; in the data active = max activation above about 30%; note: 0% is about no effect; mostly tested at two doses, the higher about 12 µM
Target sequence (P35462 whole entry, looked up): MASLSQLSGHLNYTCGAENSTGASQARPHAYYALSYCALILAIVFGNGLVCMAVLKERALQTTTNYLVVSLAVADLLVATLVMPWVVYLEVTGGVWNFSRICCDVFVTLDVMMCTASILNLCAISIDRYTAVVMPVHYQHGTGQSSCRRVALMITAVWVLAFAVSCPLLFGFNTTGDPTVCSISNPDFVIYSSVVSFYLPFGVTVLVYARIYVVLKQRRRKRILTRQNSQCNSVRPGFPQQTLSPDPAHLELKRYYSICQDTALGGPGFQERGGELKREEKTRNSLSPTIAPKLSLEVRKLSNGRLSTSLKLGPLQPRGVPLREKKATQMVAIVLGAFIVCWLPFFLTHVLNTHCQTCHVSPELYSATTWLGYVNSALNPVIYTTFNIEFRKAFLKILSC
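Agonist mode: compounds and dopamine controls were applied to plated cells for 90 min at 37 degrees C after an overnight attachment at 1500 cells/well. Luminescent read-out followed 30 - 60 minutes at room temperature with DiscoveRx detection reagent.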
GLP1R ag: qHTS of GLP-1 Receptor Agonists; Glucagon-like peptide 1 receptor (Homo sapiens), P43220; HEK293 GLP-1R CRE-luciferase, luminescence, 4-6 h; cells express a hypersensitive GLP-1R form; Potency, µM (series often up to 45.6 µM), for the others: at the top dose activation, usual class: activators; 0.007% of 380,000 active; AID 624172, 2012; note: potency is the fitted concentration of half-maximal effect; % of control where 0% means no effect
Target sequence (P43220 whole entry, looked up): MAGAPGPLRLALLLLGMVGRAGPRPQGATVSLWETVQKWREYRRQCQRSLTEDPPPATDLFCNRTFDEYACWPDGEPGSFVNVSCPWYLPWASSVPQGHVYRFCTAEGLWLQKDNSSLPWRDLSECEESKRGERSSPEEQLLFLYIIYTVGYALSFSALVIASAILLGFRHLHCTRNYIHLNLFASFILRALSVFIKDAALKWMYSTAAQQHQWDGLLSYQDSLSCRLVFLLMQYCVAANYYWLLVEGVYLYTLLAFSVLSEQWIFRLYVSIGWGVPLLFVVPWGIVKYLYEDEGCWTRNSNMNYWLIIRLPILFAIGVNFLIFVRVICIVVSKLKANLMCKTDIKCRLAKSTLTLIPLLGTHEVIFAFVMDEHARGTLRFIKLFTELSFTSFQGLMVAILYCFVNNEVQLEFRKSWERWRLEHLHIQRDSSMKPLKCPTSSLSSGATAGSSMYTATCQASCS
DRD3 antagonist: qHTS of D3 Dopamine Receptor Antagonist: qHTS; D(3) dopamine receptor (Homo sapiens), P35462; max response, negative = inhibition, %; D3R cells, DiscoveRx beta-arrestin luminescence, antagonist mode; stronger effect = lower value; 2.5% of 360,000 active; in the data active = max response below about -50%; inconclusive = no clear call, values can overlap the other calls; note: % is set by controls: 0 for no effect and ±100 for the full control effect; mostly tested at two doses, the higher about 12 µM
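Cells plated overnight at 1500 cells/well, then exposed to library compounds with dopamine controls for 90 minutes at 37 degrees C. DiscoveRx reagent added for 30–60 minutes at room temperature; luminescence read, quantitative HTS format.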
TDP-43 yeast inh: qHTS of TDP-43 Inhibitors; TDP-43 expressing yeast growth rescue, BacTiter-Glo, 24 h; Potency, µM (top dose mostly 46.1 µM), for inactives: top-dose growth rescue (activation), usual class: activators; 1.8% of 410,000 active; note: potency is the fitted concentration of half-maximal effect; % of control where 0% means no effect; nearly all actives have a fitted effect of over 50% in size
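In this qHTS, compounds that restore growth of yeast expressing TDP-43 appear as activators. Cells (OD600=0.02, galactose medium, raffinose-pregrown) are incubated with compound 24 hr at 30 deg C and growth is quantified by BacTiter-Glo.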
GLP1R inv ag: qHTS of GLP-1 Receptor Inverse Agonists (Inhibition Mode); Glucagon-like peptide 1 receptor (Homo sapiens), P43220; HEK293 GLP-1R CRE-luciferase, luminescence, 24 h; GLP-1R form is constitutively active; Potency, µM (series often up to 38.3 µM), inactives show at the top dose activity change, negative = inhibition, usual class: inhibitors; 1.6% of 410,000 active; AID 624417, 2012; note: potency is the fitted concentration of half-maximal effect; % is set by controls: 0 for no effect and ±100 for the full control effect; nearly all actives have a fitted effect of over 55% in size
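Seeding at 200 cells/uL, 12 h culture, 24 hr compound treatment, then luciferase reagent and a luminescence read; cells are HEK293 stably expressing a constitutively active GLP-1R plus cAMP-responsive luciferase.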
PTHR1 ag: qHTS for PTHR1 Agonists: Primary Screen; Parathyroid hormone/parathyroid hormone-related peptide receptor (Homo sapiens), Q03431; HEK293 GP2 PTHR1 cells, GloSensor cAMP luminescence, 1 h; Potency, µM (series often up to 115 µM), without a hit: top-dose activation, most hits filed as activators; 0.075% of 410,000 active; AID 743266, 2014; note: potency is the fitted concentration of half-maximal effect; nearly all actives have a fitted effect of over 55% in size; some results filed as inactive show a strong effect at the top dose; inactives centre near -15; many of its hits are not listed in these tables
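HEK-293-derived GP2 cells expressing PTHR1 and a GloSensor cAMP reporter, 3,000/well, plated overnight, given luciferin plus IBMX (each 0.5 mM as added) for 1 h at 37 °C, then compound for 1 h at 37 °C. Luminescence was read after 15 min at room temperature.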
KB-V1 MDR tox: qHTS assay for MDR1-selective chemotherapeutics: Primary screen using the drug-selected MDR subline cells KB-V1; 3.4% of 400,000 active; KB-V1 MDR cells viability, CellTiter-Glo, 72 h; Potency, µM (highest dose often 46.1 µM), inactives show at the top dose activity change, negative = cytotoxicity, most hits filed as cytotoxic; note: potency is the fitted concentration of half-maximal effect; % is set by controls: 0 for no effect and ±100 for the full control effect; nearly all actives have a fitted effect of over 60% in size
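In this primary screen, KB-V1 cells overexpressing P-gp are incubated with library compounds (lowest to highest concentration) for 72 h at 37 degrees C before a luminescent ATP viability read.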
aSyn yeast inh: qHTS of alpha-syn Inhibitors; 0.14% of 370,000 active; Potency, µM (series often up to 46.1 µM), without a hit: at the top dose growth rescue (activation), actives largely listed as activators; Yeast expressing alpha-synuclein, growth rescue, BacTiter-Glo, 24 h; AID 652106, 2013; note: potency is the fitted concentration of half-maximal effect; % of control where 0% means no effect; nearly all actives have a fitted effect of over 65% in size
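Galactose-induced alpha-syn yeast (OD600=0.02, raffinose-pregrown) + pinned cpd, 24 hr, 30 deg C; growth by BacTiter-Glo luminescence. Growth restoration scores as activation.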
An asterisk follows results filed as active; i = inactive; ? = inconclusive; . = no result given; [ ] = dose if it differs, or a comment. Unless noted, calls come from the whole dose curve; as a rule, active = well fitted curve in the direction sought with a large enough effect; inconclusive = small, poorly fitted or top-dose-only effect, or another doubt; inactive = no such curve, though single readings can be large; an effect the other way counts as inactive or inconclusive. Some of the compounds tested (hit frequency here may not be typical).

SMILES	HEK293 tox	DRD3 agonist	GLP1R ag	DRD3 antagonist	TDP-43 yeast inh	GLP1R inv ag	PTHR1 ag	KB-V1 MDR tox	aSyn yeast inh
COc1ccccc1NS(=O)(=O)c1cccc(C(=O)N/N=C/c2ccc3c(c2)OCCO3)c1	-18.7%	-1.3	-0.2%	5.3	-3.6%	-4.3%	-12.0%	?	2.0%
O=C(NC1CCCN(Cc2ccccc2F)C1)c1cccc(N2CCCC2=O)c1 (stereo not drawn)	-29.1%	-5.7	7.2%	2.3	11.6%	-15.3%	3.7%	0.6%	4.3%
N#CCSCC(=O)Nc1ccccc1	-7.6%	9.2	1.4%	0.0	7.7%	5.4%	-21.9%	1.6%	-2.1%
O=C(Nc1ncccc1Cl)c1ccccc1F	-0.4%	-2.2	2.3%	3.2	1.1%	58.5%[activator]	i	-5.2%	0.5%
O=c1[nH]cnc2c1N=C(c1cccc([N+](=O)[O-])c1)CC(c1ccccc1)N2 (stereo not drawn)	-8.4%	-23.2	-6.0%	0.0	.	7.3%	i	9.2%	-4.8%
COc1cc2ccc(=O)oc2c(CC=C(C)C)c1OC	-1.9%	4.8	20.3%	8.8	13.6%	17.3%	-31.5%[inhibitor]	9.5%	-9.2%
Cc1cc(S(=O)(=O)N2CCCCC2CCNC(=O)C(=O)NCC2CCCO2)ccc1F (stereo not drawn)	-11.9%	6.2	-1.6%	60.3	9.7%	-15.3%	-6.1%	2.59µM*	4.2%
CCOc1ccc(N/C(N)=N/c2nc(CSc3nnc(C)s3)cc(=O)[nH]2)cc1	?	-1.1	6.0%	-6.6	-12.8%	?	-2.4%	?	1.6%
C=CCN(CC=C)S(=O)(=O)c1ncn[nH]1	-10.6%	10.7	-2.1%	?	-1.0%	1.1%	7.7%[57.5 µM]	?	-6.8%
CCOC(=O)C1=CCN(S(=O)(=O)c2cccc(Cl)c2)C1c1ccc(F)cc1 (stereo not drawn)	-1.0%	-12.2	-2.9%	?	0.0%	?	-15.6%	?	?
Cc1cccnc1NC(=O)CSc1ncnc2sc(C)c(C)c12	18.7%	4.5	18.0%	18.1	0.0%	25.9%	-8.7%	14.6µM*	13.2%
CCc1nc2ccc(C(=O)N(C)CCCN(C)C)cn2c1N(C)CCCc1ccccc1	3.7%	-9.9	-2.8%	-17.2	7.8%	?	i	5.3%	-1.3%
CCOC(=O)C1=C(c2ccc(O)cc2)NC(=O)NC1C (stereo not drawn)	9.3%	-7.0	5.1%	-16.4	9.6%	10.9%	-6.7%	-0.4%	-1.8%
CO/N=C1\CCn2c1c(C)c1ccccc12	18.4%	-4.5	12.6%	4.0	-13.4%[1.82 µM]	9.1%	4.7%	?	-0.4%
O=C(NN(c1ccccc1)c1ccccc1)c1ccc([N+](=O)[O-])o1	-32.3%	-7.8	12.0%	-16.8	1.6%[9.22 µM]	-12.0%	-16.8%	?	-6.3%
COc1ccc(OC)c(NC(=O)CCc2c[nH]c3ccccc23)c1	2.5%	2.9	5.8%	12.8	20.9%	?	i	?	29.1%
CCCCNC(=O)c1cc(-c2cccnc2)nc2ccc(S(=O)(=O)NCCCC)cc12	2.3%	3.0	.	.	6.8%	-4.9%	i	-3.6%	.
COCCNC(=O)CSc1nnc2[nH]c(=O)cc(C)n12	6.6%	-5.1	.	.	16.8%	1.3%	-0.5%	.	.
CCOC(=O)c1sc(N(Cc2ccccc2)C(=O)CN2C(=O)CN(C)C2=O)nc1C	-4.2%	5.9	7.9%	24.7	1.4%	35.3%[activator]	-22.9%[57.5 µM]	3.4%	7.1%
Cc1ccc(S(=O)(=O)NCc2cccnc2)cc1	-5.3%	3.3	-2.3%	1.3	-19.1%	3.3%	-13.6%	30.3%	1.4%
O=C(Cn1cc([N+](=O)[O-])cn1)Nc1ccn(Cc2c(F)c(F)cc(F)c2F)n1	7.2%	4.4	-13.4%	-7.3	-19.0%	0.7%	i	8.2%	-2.8%
Nc1c(C(=O)NC2CCCC2)c2nc3ccccc3nc2n1/N=C/c1cccnc1	-0.2%	3.0	12.0%	15.2	?	24.2%	-3.1%	?	-2.8%
CCOC(=O)CN1C(=O)N(CC)C(C)=C(C(=O)OC)[C@@H]1c1ccccc1	-9.7%	11.6	0.5%	2.8	12.4%	-0.3%	-13.8%	22.4%	2.2%
O=C(CC1CCCC1)OCn1nnc2ccccc2c1=O	-15.1%	-6.4	4.3%	19.1	?	-13.0%	i	16.7%	1.5%
Cc1cc(OCC(=O)N2CCC(c3nc4ccccc4s3)CC2)ccc1Cl	3.9%	10.9	.	.	?	?	-28.3%	?	.
O=C(NC(c1ccc(Cl)cc1)c1ccsc1)C1CCN(Cc2ccc(Oc3ccccc3)cc2)CC1 (stereo not drawn)	-23.7%	-17.6	1.7%	-64.4*	?	10µM*	-6.6%	-6.7%	-41.3%[inhibitor]
O=C1Nc2ccc(S(=O)(=O)N3CCCCCC3)c3cccc1c23	30.5%[activator]	3.1	-0.5%	52.8	19.4%	85.2%[activator]	-50.5%[inhibitor]	-6.0%	-3.3%
O=C(CSc1ccc(Cl)cc1)N1CCN(c2ccc([N+](=O)[O-])cc2Cl)CC1	-5.8%	-4.1	2.4%	0.0	?	?	-27.1%	16.4µM*	12.0%
C/C(=N\Nc1nc(N2CCOCC2)nc(N2CCOCC2)n1)c1ccc([N+](=O)[O-])cc1	33.6%[activator]	1.0	2.2%	3.3	5.6%	31.3%[activator]	i	?	4.0%
Cc1nn(C(C)C(=O)NCCCN2CCCC2)c(=O)c2nn(-c3ccccc3)c(C)c12 (stereo not drawn)	-16.7%	-2.4	-1.3%	-2.4	-0.5%	2.0%	i	0.0%	-0.4%
CCCC1C(c2ccco2)NC(c2ccco2)CC1(C)O (stereo not drawn)	47.3%[activator]	-0.4	1.7%	0.0	-6.1%	-15.9%	-23.9%[57.5 µM]	-18.4%	0.1%
CCN1CCCC1Cn1cnc2c([nH]c3ccc(Cl)cc32)c1=O (stereo not drawn)	7.1%	-4.8	-1.8%	7.2	9.5%	?	i	-2.2%	1.8%
CCCCC1(C)OC(=O)C(=Cc2ccc(N(C)C)cc2)C(=O)O1 (stereo not drawn)	-5.7%	3.1	-6.2%	-23.2	19.0%	5.4%	i	0.0%	8.9%
Cc1ccc(OCC(=O)NNC(=O)C(=O)N2CCCC2)c(C)c1	3.8%[1.53 µM]	-6.9	-11.3%	-1.7	-7.0%	8.8%	-0.9%	-1.8%	-1.2%
CC(=O)NCCNc1nc2cc(-c3ccccc3C)sc2c(=O)n1C	6.4%	9.0	19.1%	18.1	?	9.8%	-9.0%	2.7%	0.2%
CCN(CC(=O)Nc1c(F)cccc1F)C(=O)c1ccc(S(=O)(=O)N2CCCCCC2)cc1	2.2%	-8.0	-2.1%	-10.2	21.0%	-12.3%	i	?	-7.7%
CCOC(=O)c1cnc2c(OC)cccc2c1N1CC(C)CC(C)C1 (stereo not drawn)	?	3.6	0.7%	45.1	12.7%	?	-26.0%	-10.3%	11.9%
Cc1cccc(C(=O)Nc2nnc(-c3cccnc3)o2)c1	7.6%	-5.7	-0.7%	-10.5	?	12.0%	i	?	7.0%
CCOc1ccc(C(=O)N(Cc2nc(-c3cccc(C)c3)no2)C(C)C)cc1	-22.7%	-7.4	-2.3%	.	?	?	-20.7%	?	.
COc1ccc(S(=O)(=O)NCCCn2ccnc2)cc1Cl	0.2%	4.9	9.1%	23.0	17.2%	1.3%	-6.0%	0.0%	-0.3%

Shown with two lines to a compound: entries from further up.
Under each structure – HEK293 tox, DRD3 agonist, GLP1R ag, DRD3 antagonist, TDP-43 yeast inh, GLP1R inv ag, PTHR1 ag, KB-V1 MDR tox, aSyn yeast inh
> C/C(=N\Nc1nc(N2CCOCC2)nc(N2CCOCC2)n1)c1ccc([N+](=O)[O-])cc1
→ 33.6%[activator], 1.0, 2.2%, 3.3, 5.6%, 31.3%[activator], i, ?, 4.0%
> O=C(Cn1cc([N+](=O)[O-])cn1)Nc1ccn(Cc2c(F)c(F)cc(F)c2F)n1
→ 7.2%, 4.4, -13.4%, -7.3, -19.0%, 0.7%, i, 8.2%, -2.8%
> COc1ccccc1NS(=O)(=O)c1cccc(C(=O)N/N=C/c2ccc3c(c2)OCCO3)c1
→ -18.7%, -1.3, -0.2%, 5.3, -3.6%, -4.3%, -12.0%, ?, 2.0%

(list continues)
SMILES	HEK293 tox	DRD3 agonist	GLP1R ag	DRD3 antagonist	TDP-43 yeast inh	GLP1R inv ag	PTHR1 ag	KB-V1 MDR tox	aSyn yeast inh
Cc1ccc(CNC(=O)CSc2nc(=O)n3ccc(C)cc3n2)cc1	-12.7%	-1.6	5.9%	6.0	?	-6.7%	9.8%	-7.1%	4.5%
CCC(C)N1CCCCC1C(=O)Nc1c(C)cc(C)cc1C (stereo not drawn)	-8.6%	-6.4	3.1%	3.9	-9.3%	0.0%	i	-17.9%	-1.3%
Cc1ccc(C(=O)N2CCN(c3ccc(N4CCOCC4)nn3)CC2)cc1	12.1%	-3.6	-0.5%	-11.6	12.3%	11.6%	-2.9%	-6.7%	-3.3%
Cc1cc(C)cc(NC(=O)CCN2CCOCC2)c1	0.1%	-0.5	1.4%	-1.8	13.6%	-1.9%	i	9.6%	0.0%
CC(OC(=O)c1nn(C)c(=O)c2ccccc12)C(=O)NCc1ccc2c(c1)OCO2 (stereo not drawn)	1.2%	-6.2	2.2%	-21.1	13.5%	19.1%	-9.5%[57.5 µM]	11.4%	-4.6%
CC(C)C(C(=O)NCC1CCCO1)N(C(=O)CNS(=O)(=O)c1ccccc1)c1ccc(F)cc1 (stereo not drawn)	-6.1%	3.2	3.4%	3.5	-3.6%	-0.8%	i	9.2%	5.4%
